eIF4E-4G inh – inhibitors of eIF4E and eIF4G interaction in translation initiation | P63073+Q04637 | TR-FRET eIF4E-eIF4GI(517-606) binding, 2 h | inhibition, % at 21.7 µM | 220,000 tested, 0.37% active;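 active = inhibition above about 30%, limit read from the data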;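 note: 0% = full FRET control wells and 100% = background wells lacking eIF4GI fragment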
Cl transport mod – modulates chloride dependent transport by human KCC2; 190,000 tested, 2.2% active; B-score of Tl+ flux slope (higher = more flux/activation; lower = inhibition) at 10 µM; Q9H2X9; AID 1456; KCC2 cells, thallium flux FluoZin-2 fluorescence;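 active = thallium flux slope and its plate-corrected score both differing from the plate sample mean at a set confidence after two filtering rounds, in either direction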;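 note: slope of fluorescence scaled to starting intensity during 10 to 20 s after thallium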
Target sequence (Q9H2X9 whole entry, looked up): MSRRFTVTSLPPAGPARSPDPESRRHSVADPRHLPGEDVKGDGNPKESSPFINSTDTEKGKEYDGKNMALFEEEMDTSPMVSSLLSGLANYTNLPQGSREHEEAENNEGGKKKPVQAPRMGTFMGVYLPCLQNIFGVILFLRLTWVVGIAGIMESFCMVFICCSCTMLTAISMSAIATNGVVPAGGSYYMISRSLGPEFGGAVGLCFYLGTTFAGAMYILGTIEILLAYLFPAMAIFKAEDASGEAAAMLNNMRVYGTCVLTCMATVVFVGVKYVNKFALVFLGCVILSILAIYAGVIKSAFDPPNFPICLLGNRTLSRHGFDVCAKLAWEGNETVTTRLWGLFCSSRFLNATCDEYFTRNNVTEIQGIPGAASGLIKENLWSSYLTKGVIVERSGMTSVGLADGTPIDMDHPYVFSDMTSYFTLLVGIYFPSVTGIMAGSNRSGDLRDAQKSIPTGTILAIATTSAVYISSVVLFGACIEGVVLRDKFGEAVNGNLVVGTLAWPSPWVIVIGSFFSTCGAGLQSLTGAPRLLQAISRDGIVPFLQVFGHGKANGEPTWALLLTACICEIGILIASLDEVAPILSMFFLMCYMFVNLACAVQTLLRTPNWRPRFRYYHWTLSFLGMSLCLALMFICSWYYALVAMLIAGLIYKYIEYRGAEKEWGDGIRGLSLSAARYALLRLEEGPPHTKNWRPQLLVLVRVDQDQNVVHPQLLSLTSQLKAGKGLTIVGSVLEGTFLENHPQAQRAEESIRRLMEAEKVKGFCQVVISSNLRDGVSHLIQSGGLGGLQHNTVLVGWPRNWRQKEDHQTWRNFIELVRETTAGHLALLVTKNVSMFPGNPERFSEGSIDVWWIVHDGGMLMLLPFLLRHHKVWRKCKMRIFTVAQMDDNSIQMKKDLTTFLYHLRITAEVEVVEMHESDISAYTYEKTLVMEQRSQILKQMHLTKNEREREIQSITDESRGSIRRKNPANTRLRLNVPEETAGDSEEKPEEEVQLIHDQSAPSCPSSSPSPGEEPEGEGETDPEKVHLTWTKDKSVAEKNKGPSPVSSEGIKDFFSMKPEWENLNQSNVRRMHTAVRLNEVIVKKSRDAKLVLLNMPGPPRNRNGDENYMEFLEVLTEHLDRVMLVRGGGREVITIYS
Mdm2 ligase inh – inhibitors of human Mdm2 E3 ubiquitin ligase | Q00987 | signal enhancement, % at 5 µM | 210,000 tested, 0.11% active | cell-based MDM2 ubiquitination luciferase reporter, 2 h; 0 = plate control, 100 = twice control, blank-subtracted;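 active = signal enhancement of 30% or more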;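 note: luminescence tracks abundance of the self-degrading MDM2-luciferase fusion protein; higher signal means inhibition of MDM2 E3 ligase activity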
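Assay system: mammalian cells stably expressing self-ubiquitinating, self-degrading MDM2 E3–luciferase fusion. Quantity: 2000 cells in each well. Medium: DMEM culture medium. Compound dosing: single-point 5 µM. Timing: cell settling 4 h, compound treatment 2 h, both 37 °C. Technique: luciferase luminescence. Read-out basis: percent signal gain over controls, blank-subtracted. Benchmarks: plate controls and plate blanks.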
zVAD death inh – L929 zVAD cell death inhibition | L929 zVAD necroptosis rescue, ATP luminescence, 24 h; with zVAD 60 µM | viability rescue, % at 10 µM | 220,000 tested, 0.38% active;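 active = activation, scaled between plate controls, above about 75%, limit read from the data; inactive = activation under that limit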;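 note: 0% = zVAD with DMSO and 100% = DMSO alone without zVAD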
EBV gp42 inh – inhibitors of Epstein-Barr virus glycoprotein 42 | Q1HVG2 | Fluorescence polarization binding assay, mP read-out | inhibition, % (tested at 21.74 µM) | 220,000 tested, 0.42% active | AID 1085; in the data active = inhibition above about 50%
Calpain2 inh – blocks pig calpain II enzyme activity; AID 1236; 220,000 tested, 0.37% active; purified calpain II, fluorogenic peptide substrate, 30 min; inhibition, % at 16 µM;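 active = inhibition above about 50%, limit read from the data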
PERK inhibitor – human PERK inhibition, primary cell-based screen; Q9NZJ5; CHO PERK-DD fusion, SEAP luminescence translation reporter; inhibition, % at 5.6 µM; 220,000 tested, 0.17% active; AID 1416;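 active = inhibition above the mean inhibition of all tested compounds plus 3 SD, set separately per screening campaign, cut at about 2.9% in these data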;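 note: PERK kinase domain activated by AP20187 dimerizer at 100 nM; 0% = DMSO with dimerizer and 100% = rapamycin at 8.4 µM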
Rad51 HR inh – Rad51 (human) homologous recombination inhibition; AID 1385; 200,000 tested, 0.085% active; Q06609; inhibition, % at 10 µM; hRad51 DNA strand exchange, fluorescence dequenching;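 active = inhibition above 40% at the single screening dose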;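 note: 0% = DMSO control wells and 100% = blanks with heterologous ssDNA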
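material = hRad51 filaments on single-stranded DNA | timing = filaments 15 min 37 °C, then compound 30 min | signal = FRET fluorescence dequenching, excitation 485 nm, emission 520 nm | benchmarks = control wells and blank wells on each plate | evaluation = percent inhibition relative to plate controls and blanks | compound = 10 µM final, single point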
TNF necrop inh – TNF-alpha cell death inhibition in Jurkat FADD-/- cells; Jurkat FADD-/- TNF necroptosis rescue, ATP luminescence, 24 h; 0 = TNF only, 100 = no-TNF cells; activation (protection from cell death), % at 10 µM; 220,000 tested, 0.068% active; AID 463075;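 active = activation, meaning protection from cell death, of at least 50% relative to plate controls; inactive = activation below 50%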;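 note: necroptosis triggered by 40 ng/mL TNF-alpha added together with compound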
Starred values were filed as active, the others as inactive; i = inactive; nt = no result given; & = joins results of further samples; [ ] = remark or other dose. Some of the compounds tested, so the mix of outcomes need not match the whole.

nr	smiles	eIF4E-4G inh	Cl transport mod	Mdm2 ligase inh	zVAD death inh	EBV gp42 inh
1	CCOP(=O)(OCC)C(NC(=O)c1cccc2ccccc12)C(Cl)(Cl)Cl (configuration not stated)	6.8[fluorescence artefact?]	0.251	-10.6	-0.6	-14.9
2	CC12CC(c3ccccc3O1)C(C(=O)OCc1ccccc1)C(=O)N2 (configuration not stated)	0.7	-0.0722	nt	-0.2	-12.3
3	C=CCn1c(O)c(C=NCCCOc2ccc(CC)cc2)c(=O)[nH]c1=S	-4.8	0.752	-12.4	0.1	-26.0
4	ON1C2CCCCC2N(O)C1c1ccccc1F (configuration not stated)	-0.7[fluorescence artefact?]	-0.43	-22.6	0.3	-4.4
5	CCN1c2nc3c(C)cccn3c(=O)c2CC2(C(=O)N(C)C(=O)N(C)C2=O)C1C (configuration not stated)	6.4	-0.336	1.9	-0.5	-7.3
6	C=CCn1c(O)c(C(C)=Nc2ccc(N(CC)CC)cc2)c(=O)[nH]c1=O	-1.6	-0.0263	-11.3	0.0	-9.2
7	Brc1ccc(C2N3CCCN23)cc1 (configuration not stated)	3.7	0.321	-10.2	-0.3	5.6
8	Cc1ccc(N(C)C(=O)Oc2cccc3ccc(C)nc23)cc1	0.6[fluorescence artefact?]	-0.00173	6.5	0.0	-5.1

nr	Calpain2 inh	PERK inhibitor	Rad51 HR inh	TNF necrop inh
1	-5.4	0.7	7.2	-0.6
2	-10.2	-0.8	-8.2	-0.4
3	-17.4	0.7	-3.3	-1.8
4	-3.2	0.6	-1.4	-0.7
5	-30.3	0.0	-2.1	-1.5
6	5.5	-0.3	4.8	-7.7
7	1.9	0.7	nt	0.6
8	-4.5	-0.1	4.9	-0.7

(listing goes on)
nr	smiles	eIF4E-4G inh	Cl transport mod	Mdm2 ligase inh	zVAD death inh	EBV gp42 inh
9	CCN(CC)c1ccc(C=C2C(=O)NC(=S)NC2=O)cc1	8.9	0.0437	-9.2	-1.1	-59.9
10	CC1NCCC2(O)CCCCC12 (configuration not stated)	-1.1	-0.24	11.5	-0.2	-15.8
11	CC12CN3CCN(C1)CC(C)(C3)C2=NO	nt	-3.41	-14.8	-0.8	-29.8
12	COc1cc2c(cc1OC)CN(c1ccc([N+](=O)[O-])c(C(F)(F)F)c1)CC2	6.4	-0.128	-15.1	1.1	-88.5
13	Cc1ccc(-n2c(O)c(C=NCCCn3ccnc3)c(=O)[nH]c2=O)cc1	-4.0	0.0599	-8.7	-1.0	-9.2
14	COc1ccc(/C=C/C(=O)c2c(O)n(CCC3=CCCCC3)c(=O)[nH]c2=O)cc1	2.0	-0.482	-5.3	-1.0	-46.9
15	Cc1ccc(C)c(-n2c(C)nc3ccccc3c2=O)c1	1.9	0.184	-81.5	-0.1	-14.3
16	CC(C)CN(C(=O)CN1CC=C(c2ccccc2)CC1)c1c(N)n(CC(C)C)c(=O)[nH]c1=O	0.9	-0.0124	-6.2	2.3	-6.1

nr	Calpain2 inh	PERK inhibitor	Rad51 HR inh	TNF necrop inh
9	27.4	-0.6	-2.6	-16.4
10	-7.9	0.8	4.6	1.1
11	-14.3	0.2	-9.9	-0.4
12	-21.0	0.3	4.7	1.2
13	1.2	0.8	-4.8	-0.1
14	4.6	0.7	-12.3	-1.0
15	-12.1	-1.4	5.5	-1.0
16	-5.2	-0.1	-5.5	-1.8

Further structures
nr	smiles	eIF4E-4G inh	Cl transport mod	Mdm2 ligase inh	zVAD death inh	EBV gp42 inh
17	O=C(Cn1c(=O)n(CC2CS2)c2ccccc21)N1CCCCCC1 (configuration not stated)	-1.4	0.829	-6.8	1.0	-11.1
18	C=CCn1c(O)c(C(=O)CCCCCC)c(=O)[nH]c1=O	-9.1[fluorescence artefact?]	0.211	-10.2	2.3	-20.2
19	CCOC(=O)C(O)(c1ccc(N(CC)C(=O)OC)cc1)C(F)(F)F (configuration not stated)	-0.1	1.33	6.5	-0.7	-10.8
20	O=c1[nH]c(=O)n(CCC2=CCCCC2)c(O)c1C=NCCCn1ccnc1	3.6	nt	-1.4	1.0	-30.1
21	Cc1cc(/C=C2\C(=O)NC(=O)N(c3ccc(Cl)cc3)C2=O)c(C)n1C	3.1	0.111	-10.2	0.8	-28.9
22	CCC(=O)CC(c1ccccc1)c1c(O)c2ccccc2sc1=O (configuration not stated)	14.2	-0.246	8.0	0.7	2.3
23	Cc1ccc(OCCn2cccc2/C=C2/C(=O)NC(=O)N(Cc3ccco3)C2=O)cc1	5.8	-0.207	-13.0	-0.7	-22.9
24	CCc1cccc(C)c1NC(=S)N1CC2CC(C1)c1cccc(=O)n1C2 (configuration not stated)	-3.8	0.0734	-16.5	0.2	3.3

nr	Calpain2 inh	PERK inhibitor	Rad51 HR inh	TNF necrop inh
17	-0.7	0.4	nt	0.5
18	-23.2	0.7	-7.2	-0.1
19	11.6	0.9	-0.6	-1.7
20	-25.6	0.0	3.6	-1.2
21	-85.9	0.8	nt	-0.3
22	-14.5	0.8	4.0	0.6
23	-12.3	-0.5	-1.2	3.0
24	-3.9	1.0	-6.1	0.3

Additional results:
nr	smiles	eIF4E-4G inh	Cl transport mod	Mdm2 ligase inh	zVAD death inh	EBV gp42 inh
25	CCCc1nc2ccc(Br)cc2c(=O)n1-c1ccc([N+](=O)[O-])c(C(F)(F)F)c1	-2.7	-0.954	-2.8	0.2	-1.8
26	O=C(O)CCn1cc(C=C2C(=O)NC(=S)NC2=O)c(-c2cc3ccccc3oc2=O)n1	16.0	2.05	6.4	6.0	4.7
27	Cc1cc(C=C(C#N)C#N)ccc1N1CCCC1	1.4	-0.055	-1.7	14.8	-54.2
28	CNc1cc(N2CCN(C)CC2)ccc1[N+](=O)[O-]	2.8	nt	-2.4	2.2	-12.6
29	OC(COCc1ccc(Cl)cc1)CN1CC=C(c2ccccc2)CC1 (configuration not stated)	-0.9	-0.288	-5.6	2.4	-3.1
30	Cc1ccc(C2=NCC(=O)N(CC(=O)N3CCCCC3)c3sc(C)c(C)c32)cc1	-2.1[fluorescence artefact?]	nt	-1.3	-0.4	-6.6
31	CC(C)(C)C(O)C(Oc1ccc(Cl)cc1)n1cncn1 (configuration not stated)	9.0	-0.639	-6.0	0.0	-8.9
32	COCCOC(=O)c1c(N)n(Cc2ccc(OC)cc2)c2nc3ccccc3nc12	6.0	-1.56	12.7	-0.9	12.0

nr	Calpain2 inh	PERK inhibitor	Rad51 HR inh	TNF necrop inh
25	-2.1	0.1	5.8	-0.1
26	-35.2	0.3	0.4	-0.8
27	-37.1	0.2	-113.5	-1.1
28	-7.6	1.4	-9.9	1.3
29	12.2	-0.1	3.4	2.6
30	-1.6	0.3	-4.5	-5.6
31	7.9	-0.6	-0.5	0.0
32	i	-0.7	-5.7	-1.9

Exported field by field: part of the list above
29	OC(COCc1ccc(Cl)cc1)CN1CC=C(c2ccccc2)CC1 (configuration not stated)
  eIF4E-4G inh = -0.9; Cl transport mod = -0.288; Mdm2 ligase inh = -5.6; zVAD death inh = 2.4; EBV gp42 inh = -3.1; Calpain2 inh = 12.2; PERK inhibitor = -0.1; Rad51 HR inh = 3.4; TNF necrop inh = 2.6
30	Cc1ccc(C2=NCC(=O)N(CC(=O)N3CCCCC3)c3sc(C)c(C)c32)cc1
  eIF4E-4G inh = -2.1[fluorescence artefact?]; Cl transport mod = nt; Mdm2 ligase inh = -1.3; zVAD death inh = -0.4; EBV gp42 inh = -6.6; Calpain2 inh = -1.6; PERK inhibitor = 0.3; Rad51 HR inh = -4.5; TNF necrop inh = -5.6
31	CC(C)(C)C(O)C(Oc1ccc(Cl)cc1)n1cncn1 (configuration not stated)
  eIF4E-4G inh = 9.0; Cl transport mod = -0.639; Mdm2 ligase inh = -6.0; zVAD death inh = 0.0; EBV gp42 inh = -8.9; Calpain2 inh = 7.9; PERK inhibitor = -0.6; Rad51 HR inh = -0.5; TNF necrop inh = 0.0
32	COCCOC(=O)c1c(N)n(Cc2ccc(OC)cc2)c2nc3ccccc3nc12
  eIF4E-4G inh = 6.0; Cl transport mod = -1.56; Mdm2 ligase inh = 12.7; zVAD death inh = -0.9; EBV gp42 inh = 12.0; Calpain2 inh = i; PERK inhibitor = -0.7; Rad51 HR inh = -5.7; TNF necrop inh = -1.9

Remaining list, next part.
nr	smiles	eIF4E-4G inh	Cl transport mod	Mdm2 ligase inh	zVAD death inh	EBV gp42 inh
33	CN1CCN(/N=C/c2c(O)n(CCC3=CCCCC3)c(=S)[nH]c2=O)CC1	-3.1	1.63	-1.7	1.4	-3.2
34	C[N+]1(C)CCc2cc3c(cc2[C@H]1[C@@H]1OC(=O)c2c1ccc1c2OCO1)OCO3	2.5&2.6	-0.923&0.32	nt	-0.4	-38.4&-16.9
35	OCC12COC3c4ccccc4C(OC1)N32 (configuration not stated)	-9.6[fluorescence artefact?]	0.109	-4.1	1.1	-4.6
36	C[C@]12CCC(=O)C(O)=C1CC[C@@H]1[C@@H]2CC[C@]2(C)C(=O)CC[C@@H]12	-2.3	-1.81	nt	4.2	-1.3
37	CCCCOC(=O)C1=C(N)OC2=C(C(=O)CCC2)[C@]12C(=O)N(C)c1ccccc12	2.5	-1.24	-8.7	0.4	-9.8
38	O=CC(Cl)P(=O)(N1CCCCC1)N1CCCCC1 (configuration not stated)	1.3	0.527	-11.4	0.1	-14.5
39	COCCN1C(=O)NC(=O)/C(=C\c2ccc(Br)cc2)C1=O	-3.5	0.0128	-8.1	1.5	-14.6
40	COc1cc2[nH]c(=S)n(-c3ccccc3)c(=O)c2cc1OC	0.6	-0.437	-4.9	2.1	1.0

nr	Calpain2 inh	PERK inhibitor	Rad51 HR inh	TNF necrop inh
33	-25.7	-1.0	-1.6	-10.9
34	15.8&10.6	0.9&1.7	-4.9&-10.5	-0.1
35	-51.4	-0.5	-4.7	2.0
36	5.9	-0.8	-1.2	0.5
37	-13.0	0.2	-7.2	1.1
38	-7.3	-0.1	5.2	-1.0
39	-10.0	0.7	-5.4	0.9
40	22.9	1.3	-0.6	1.7

Carrying on.
nr	smiles	eIF4E-4G inh	Cl transport mod	Mdm2 ligase inh	zVAD death inh	EBV gp42 inh
41	CCOC(=O)C1=C(N)OC2=C(C(=O)CCC2)C12C(=O)N(C)c1ccccc12 (configuration not stated)	1.4	0.771	-2.5	0.0	-5.5
42	CC1CCCCN1Cc1c[nH]c2ccccc12 (configuration not stated)	-0.8	-0.326	1.8	0.6	8.6
43	CC[N+]1(C)CCCC(OC(=O)C(O)(c2ccccc2)c2ccccc2)C1 (configuration not stated)	0.0	0.375	nt	0.6	-9.8
44	Cc1nc2ccccc2c(=O)n1-c1ccccc1[N+](=O)[O-]	3.4	-0.0584	-18.6	0.7	-6.7
45	Cc1ccc(-c2nn(CCC#N)cc2C(=O)O)cc1C	-0.9	-0.672	-5.5	0.2	2.6

nr	Calpain2 inh	PERK inhibitor	Rad51 HR inh	TNF necrop inh
41	-19.4	1.3	nt	2.1
42	-11.2	-1.0	-11.5	0.4
43	7.8	0.4	-3.0	0.0
44	6.0	0.7	-23.2	0.8
45	-22.3	0.3	10.5	0.3

High-throughput results (PubChem BioAssay)
